# Source: PubChem BioAssay
# MPTP block – mitochondrial permeability transition pore inhibitors, primary screen, biochemical, isolated mouse mitochondria, absorbance; 360,000 compounds, 1.4% hits; inhibition, % at 10 µM; Ca2+ swelling absorbance, 30 min;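 active = inhibition of 50% or more, scaled per plate between neutral and stimulator controls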;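 also: 0% = DMSO wells given calcium and 100% = 1 mM EGTA wells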
# An asterisk follows results filed as active. Some of the compounds tested; the hit share may differ from the screen's.
MPTP block	SMILES
-0.8	CC1(C(=O)O)CCCN1C(=O)c1cccc(F)c1 (stereo unspecified)
0.2	Cc1ccc(-n2c(COc3ccccc3)nnc2SCC(=O)O)cc1
2.7	OC(c1ccc(F)cc1)c1nc(-c2cccc(C(F)(F)F)c2)cs1 (stereo unspecified)
0.8	CCN(CC)c1ccc(NC(=O)COC(=O)CCc2cc(OC)c(OC)c(OC)c2)cc1
0.7	CCNC(=O)C1CCCN(Cc2ccc3ccccc3c2Br)CC1 (stereo unspecified)
-0.1	CC1(C(=O)NS(=O)(=O)c2cccc(C#N)c2)CCN1C(=O)CCC1CCCC1 (stereo unspecified)
2.9	Nc1[nH]c(C(=O)c2ccccc2)c(-c2ccccc2C(F)(F)F)c1C(=O)NCc1cccc2ccccc12
-0.1	COc1cc(OC)cc(C2=Cc3ccc(OC)cc3C(CC(C)=O)N2c2ccc(C#CCCO)cc2)c1 (stereo unspecified)
1.1	CCCCNC(=O)C1(C)CCN1C(=O)c1cccc2c1OCCO2 (stereo unspecified)
0.6	CC1(C(=O)Nc2cccc(Oc3ccccc3)c2)CCN1C1Cc2ccccc2C1 (stereo unspecified)
0.1	CC(=O)c1cccc(-c2cnc3c(NC=O)cc(-c4ccc(C(=O)N5CCOCC5)cc4)cn23)c1
-1.1	CCN(CC)C(=O)C1=C(C)N(CCCOC)C(=O)C(CC(=O)NCC2CCCCC2)C1 (stereo unspecified)
0.3	CCC(Sc1nc2ccsc2c(=O)n1CCC(=O)O)C(=O)Nc1ccc(Cl)cc1 (stereo unspecified)
-1.6	COc1ccc(C2CCc3cc(OC)c(OC)cc3C2NC=O)cc1OC (stereo unspecified)
2.9	COc1ccc(NC(=O)C(C2CC2)n2c(=O)c(-c3ccccc3)nc3ccccc32)cc1 (stereo unspecified)
3.5	Oc1ccc(C[C@H]2CNC(=S)N2C[C@H]2CCCN2C[C@H](Cc2ccccc2)N2C[C@H](Cc3ccc(O)cc3)N(CCc3ccccc3)C2=S)cc1
-0.2	CC(C)CC1C(=O)N(Cc2cn(Cc3ccco3)nn2)CCS(=O)(=O)N1Cc1ccc(-c2ccc(F)nc2)cc1 (stereo unspecified)
1.8	CCc1nc2c(OCc3ccc(Cl)cc3)cccn2c1N(C)C(=O)c1ccc2c(c1)OCO2
-1.4	CCCC1NC(=O)c2cc3ccccc3cc2-n2c1nc1ccc(C)cc1c2=O (stereo unspecified)
-0.4	O=C(NCc1cccc(C(F)(F)F)c1)C1C(=O)Nc2ccccc2C(=O)N1C1CCCC1 (stereo unspecified)
-0.3	COc1ccccc1NC(=O)N(C)C[C@@H]1OCc2ccccc2-c2c(n(C)c3ccccc23)C(=O)N([C@H](C)CO)C[C@@H]1C
0.0	CC(C)Nc1ncnc2c1ncn2[C@H]1CN(Cc2cccs2)C[C@@H](CO)O1
-1.3	CCCCCCCCN1C(=O)[C@H](CC(=O)N2CCCC2)C[C@@]2(C(=O)OC)CC(C)(C)CC=C12
-0.5	COc1ccccc1CN(C)C[C@@H]1OCc2cnnn2CCCC(=O)N([C@H](C)CO)C[C@H]1C
-1.8	COc1ccc(-c2csc(NC(=O)c3c(C)noc3C)n2)cc1OC
-1.3	COc1cc2c(cc1OC)C(=O)C(c1ccc3c(c1)OCO3)CC2 (stereo unspecified)
-1.8	CNC(=O)OCc1nc(SC2CCCCO2)n(C)c1COC(=O)NC (stereo unspecified)
-0.8	CN(Cc1ccc2c(c1)CCCN2C)C(=O)[C@H]1O[C@@H](n2ccc(=O)[nH]c2=O)[C@H](O)[C@@H]1O
0.7	COc1ccc([C@H]2CC(=O)C[C@@H](CCn3nnc4ccccc43)O2)cc1
0.8	Cc1ccc([C@H]2C[C@H](n3cc(-c4ccc(F)cc4)nn3)[C@@H](O)CN2C(=O)C2CCCCC2)cc1
0.9	Cc1ccc(S(=O)(=O)NN=C2CC3CC2C2CCCC32)cc1 (stereo unspecified)
0.5	CN1C(=O)CN(CCN2CC(=O)N(C)C(=O)C2)CC1=O
-0.3	O=C(CC[C@H]1O[C@@H](n2ccc(=O)[nH]c2=O)[C@H](O)[C@@H]1O)N1CCN(Cc2cccc3ccccc23)CC1
0.6	CCC(c1nnnn1-c1ccc2c(c1)OCCO2)N1CCN(c2cccc(C)c2C)CC1 (stereo unspecified)
1.1	CC(O)(c1ccccc1)c1nc(-c2ccncc2)cs1 (stereo unspecified)
1.1	CCC(=O)N1CCC1(C)C(=O)Nc1cnc2ccccc2c1 (stereo unspecified)
0.9	Cc1ccc(S(=O)(=O)N(C)C[C@H]2OCc3cn(nn3)CCCC(=O)N([C@@H](C)CO)C[C@@H]2C)cc1
0.1	NC(=O)c1cccc(-c2ccnc3c2CC(C(=O)NCC2CC2)O3)c1 (stereo unspecified)
1.0	Cc1ccccc1C(=O)N1CCC[C@H]1C(=O)N1CCC[C@H]1C(=O)NCc1ccccn1
0.9	O=c1[nH][nH]c2c1[C@H](c1ccc(Cl)cc1)O[C@H](CCc1ccccc1)C2
0.7	CC(=O)C1CCC2C3CCC4=CC(=O)CCC4(C)C3C(O)CC12C (stereo unspecified)
-0.1	CCC(c1nnnn1-c1c(C)cccc1C)N1CCN(CCN2CCOCC2)CC1 (stereo unspecified)
-0.8	CCCCN(C)CCCNC(=O)Cn1cc2c(n1)-c1c(oc(C(=O)N3CCCC3)c1C)CC2
-0.9	CSc1ccccc1C(=O)OCC(=O)NC1CC1
0.4	Cc1cccc(-c2ocnc2C(=O)Nc2ncc(C)s2)c1
4.3	O=C(Nc1ccc(Cl)c(C(F)(F)F)c1)C1Cc2c(-c3ccccc3Oc3ccccc3)ccnc2O1 (stereo unspecified)
-0.9	C[C@H](CO)N1C[C@H](C)[C@@H](CN(C)S(=O)(=O)c2cn(C)cn2)Oc2ncc(Br)cc2C1=O
4.6	COCCNc1nc(NCc2cccc(OC)c2)c2sc(-c3ccccc3)cc2n1
-2.7	O=C(O)C(=Cc1ccccc1Cl)c1ccccc1
-3.4	CN(C)Cc1ncccc1Oc1nc2cc(-c3cccc(Cl)c3)sc2c(=O)n1C
-1.0	CCNC(=O)c1cc2c(c(-c3cccc(-c4ccccc4F)c3)n1)[C@H](CCO)N(C(=O)CC)C2
1.4	Cn1c(SCC(=O)NC2CCCCC2)nc2c(c1=O)SCC2
7.4	O=[N+]([O-])c1ccc(Nc2ccccc2O)c([N+](=O)[O-])c1
3.6	COc1ccc(CC(O)CO)cc1OCc1ccccc1 (stereo unspecified)
1.2	N#Cc1cccc(C(=O)C(=O)N2CCC(c3ccccc3)CC2)c1
-2.8	C[C@@H]1CCCCO[C@H](CN(C)C(=O)Nc2ccccc2)[C@@H](C)CN([C@H](C)CO)C(=O)c2cc(NS(=O)(=O)c3cn(C)cn3)ccc2O1
-0.4	COc1ccc(Cl)cc1S(=O)(=O)NC(C)c1cnn(-c2ccccn2)c1C (stereo unspecified)
0.0	C[C@H](CO)N1C[C@H](C)[C@@H](CN(C)C(=O)c2ccncc2)OCc2cnnn2CCCC1=O
-0.1	O=C(NCc1cccnc1)c1csc([C@H]2C[C@H](O)[C@@H](CO)O2)n1
-1.2	O=S1(=O)N[C@@H](Cc2ccccc2)COc2cc(N3CC[C@H](O)C3)ccc21

# More structures follow:
MPTP block	SMILES
-1.3	Cc1cc(=O)c2c(=O)[nH][nH]c2[nH]1
-0.1	CCN(CC)S(=O)(=O)c1ccc(N2CCOCC2)c(NC(=O)c2nn(C(C)C)c(=O)c3ccccc23)c1
1.7	c1ccc(-c2cc3nc(NCc4cccs4)nc(NCc4ccc5occc5c4)c3s2)cc1
-0.8	CC1(C(=O)NS(=O)(=O)Cc2cccc(Cl)c2)CCN1C(=O)CCc1cccs1 (stereo unspecified)
-0.5	O=C(NCc1ccccc1Br)c1cccs1
-1.3	CCC/C=C/c1ccc(CN2C(C(C)C)C(=O)N(Cc3cn(CCC4OCCCO4)nn3)CCS2(=O)=O)cc1 (stereo unspecified)
1.8	CCCNC(=O)C[C@@H]1CC[C@H]2NC[C@H](O)COC[C@@H]2O1
-1.1	CCc1nc2c(OCc3cccc(OC)c3)cccn2c1N(C)C(=O)c1ccc(OC)cc1
-1.7	COc1cccc(CNC(=O)[C@@H]2CCCN2C(=O)[C@@H]2CCCN2C(=O)c2ccc(Cl)cc2)c1
1.5	C#Cc1ccc(NC(=O)C2(C)CCN2C(=O)C/C=C/c2ccccc2)cc1 (stereo unspecified)
1.0	COCCNC(=O)C1CCCN(C(=O)c2cc(C)nn2C(C)(C)C)CC1 (stereo unspecified)
-0.2	Cc1cnc(C(=O)N(c2ccc(N3CCOCC3)cc2)C2C(=O)Nc3ccccc3N=C2c2ccc3c(c2)OCO3)cn1 (stereo unspecified)
0.2	CC1=C(C(=O)N(C)C)CC(CC(=O)NC(c2ccccc2)c2ccccc2)C(=O)N1Cc1ccc(F)cc1 (stereo unspecified)
-0.3	CCOC(=O)[C@@H](NC(=O)CC[C@H]1O[C@@H](n2cc(C)c(=O)[nH]c2=O)C[C@@H]1O)C(C)C
5.9	COc1cc(C(O)c2nc(-c3cccc(C(F)(F)F)c3)cs2)ccc1F (stereo unspecified)
-5.6	O=C1NC[C@H](CCCCN2C[C@H](Cc3ccccc3)N(CCc3ccccc3)C(=O)C2=O)N(CCC2CCCCC2)C1=O
0.3	O=C(Nc1ccc2c(c1)OCO2)C1Cc2c(-c3ccc4c(c3)OCO4)ccnc2O1 (stereo unspecified)
1.0	CCCCC[C@@H]1CCCCC[C@@H](O)C[C@H](O)[C@H](O)/C=C/C(=O)O1
0.9	Cc1cccnc1C(NC(=O)C1CCN(Cc2ccc(Cl)cc2)CC1)c1ccccc1 (stereo unspecified)
-0.8	O=NN(C(=O)NCc1cccnc1)C1CCCCC1
-0.3	O=C(NCc1cccc(F)c1)Nc1nnc([C@H]2C[C@H](O)[C@@H](CO)O2)s1
1.7	Cc1ccc(C(C#N)=Cc2ccc3c(c2)OCO3)cc1
-3.1	Cc1cn([C@H]2C[C@H](O)[C@@H](CNC(=O)[C@H]3CCC(=O)N3)O2)c(=O)[nH]c1=O
-0.5	CC1=C(C(=O)N(C(C)C)C(C)C)CC(CC(=O)NCC2CCCCC2)C(=O)N1Cc1ccc(C(C)(C)C)cc1 (stereo unspecified)
-1.5	COc1ccc(C(C)=O)cc1Cn1c(C)c(C(=O)NCCC#N)sc1=O
-0.1	CCCCN(C)c1c(C)nc2ccc(C(=O)N(C)CCN(C)C)cn12
-1.4	O=S1(=O)CC(N2CCC(Cc3ccccc3)CC2)CN1CCc1ccccc1 (stereo unspecified)
0.9	COc1ccc(CN2CCC(C)(Oc3cccc(F)c3)C2)c2ccccc12 (stereo unspecified)
0.0	COc1ccccc1-c1csc(C(O)c2ccc(F)c(F)c2)n1 (stereo unspecified)
-0.5	COc1cc(CN2C[C@@H](CO)O[C@@H](n3cnc4c(NCCN(C)C)ncnc43)C2)cc(OC)c1OC
0.2	COc1cccc(CN2CCC2(C)C(=O)Nc2cnc3ccccc3c2)c1F (stereo unspecified)
1.1	COc1cc(C=Cc2nnc3c4ccccc4cnn23)cc(OC)c1OC
-0.8	CC(C)Cc1ccc(CN2C(C(C)C)C(=O)N(Cc3cn(CCC4OCCO4)nn3)CCS2(=O)=O)cc1 (stereo unspecified)
3.2	CCOC1=C2[C@H](c3ccccc3)N(S(=O)(=O)c3ccc(C)cc3)C(C(C)(C)C)[C@H]2n2c(=O)n(-c3ccccc3)c(=O)n2C1 (stereo partly specified)
0.3	CC(O)(c1ccccc1)c1nc(-c2ccccc2)cs1 (stereo unspecified)
7.4	OC(c1ccc(Cl)c(F)c1)c1ncc(-c2ccc(Cl)cc2)[nH]1 (stereo unspecified)
2.7	CCOC(=O)C1=C(C)NC(C)=C(C(=O)OCC)C1c1cccc([N+](=O)[O-])c1
0.2	COCCCN1C(=O)C(CC(=O)NCc2cccc3ccccc23)CC(C(=O)N2CCOCC2)=C1C (stereo unspecified)
-0.6	Cc1cc(O)ccc1Nc1cc(-c2cccc(N(C)C)c2)ncn1
4.8	O=C(Nc1cccc(F)c1)N1CCc2nc(NCc3cccc(Oc4ccccc4)c3)ncc2C1

# Arranged by count of non-hydrogen atoms (lowest first): 3 of the compounds above.
MPTP block	SMILES
0.0	COc1ccccc1-c1csc(C(O)c2ccc(F)c(F)c2)n1 (stereo unspecified)
-3.1	Cc1cn([C@H]2C[C@H](O)[C@@H](CNC(=O)[C@H]3CCC(=O)N3)O2)c(=O)[nH]c1=O
4.8	O=C(Nc1cccc(F)c1)N1CCc2nc(NCc3cccc(Oc4ccccc4)c3)ncc2C1

# Other records:
MPTP block	SMILES
-1.8	COC(=O)C[C@H]1CC[C@@H]2[C@H](COC[C@H](O)CN2S(=O)(=O)c2ccccc2OC)O1
1.3	Cc1cccc(C)c1NC(=O)C(c1ccccc1)N1CCN(c2ccc(C(F)(F)F)cn2)CC1 (stereo unspecified)
0.1	CN(C)CCNC(=O)c1cccc(-c2cnc3c(NC=O)cc(-c4cccc(F)c4)cn23)c1
-0.1	CSc1ccc(NC(=O)C2(C)CCN2C(=O)c2cc(C)n(C)n2)cc1 (stereo unspecified)

# Entries above containing a Cl atom, in the order listed:
MPTP block	SMILES
0.3	CCC(Sc1nc2ccsc2c(=O)n1CCC(=O)O)C(=O)Nc1ccc(Cl)cc1 (stereo unspecified)
1.8	CCc1nc2c(OCc3ccc(Cl)cc3)cccn2c1N(C)C(=O)c1ccc2c(c1)OCO2
0.9	O=c1[nH][nH]c2c1[C@H](c1ccc(Cl)cc1)O[C@H](CCc1ccccc1)C2
4.3	O=C(Nc1ccc(Cl)c(C(F)(F)F)c1)C1Cc2c(-c3ccccc3Oc3ccccc3)ccnc2O1 (stereo unspecified)
-2.7	O=C(O)C(=Cc1ccccc1Cl)c1ccccc1
-3.4	CN(C)Cc1ncccc1Oc1nc2cc(-c3cccc(Cl)c3)sc2c(=O)n1C
-0.4	COc1ccc(Cl)cc1S(=O)(=O)NC(C)c1cnn(-c2ccccn2)c1C (stereo unspecified)
-0.8	CC1(C(=O)NS(=O)(=O)Cc2cccc(Cl)c2)CCN1C(=O)CCc1cccs1 (stereo unspecified)
-1.7	COc1cccc(CNC(=O)[C@@H]2CCCN2C(=O)[C@@H]2CCCN2C(=O)c2ccc(Cl)cc2)c1
0.9	Cc1cccnc1C(NC(=O)C1CCN(Cc2ccc(Cl)cc2)CC1)c1ccccc1 (stereo unspecified)
7.4	OC(c1ccc(Cl)c(F)c1)c1ncc(-c2ccc(Cl)cc2)[nH]1 (stereo unspecified)
